PPC-1+TRAIL kill = compounds killing PPC-1 cancer cells with TRAIL present, primary screen, TRAIL potentiator project, ATPLite luminescence, uHTS | PPC-1 cells + TRAIL, ATPLite viability luminescence | cell killing (% activity), % at 4 µM | 220,000 compounds, 0.41% hits;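 active = cell killing above 50% in the first pass at 4 µM, then a duplicate retest at 5 µM averaging 50% or more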;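 note: plate controls were cells with TRAIL plus DMSO for no effect and medium-only wells lacking cells for full effect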
p47phox inh = p47phox/p22phox peptide binding inhibitors, primary screen, biochemical, uHTS, NADPH oxidase regulatory subunit | Neutrophil cytosol factor 1 (Homo sapiens), P14598 | 220,000 compounds, 0.53% hits | AID 1274, 2008 | inhibition, % at 24.7 µM | fluorescence polarization, 2 h;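 active = inhibition above about 30%, limit read from the data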;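 note: 0% = p47phox with labelled peptide and 100% = labelled peptide alone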
RBBP9 inhibitor = human RBBP9 inhibitors, primary screen, biochemical, fluorescence polarization, FP-Rh probe, HTS. recombinant RBBP9. inhibition, % at 7.94 µM. 220,000 compounds, 0.2% hits. AID 1515, 2009;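 active = inhibition above the campaign mean of all tested compounds plus 3 SD, cut at about 14% in these data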;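 note: plate controls were DMSO wells with RBBP9 for no effect and wells lacking RBBP9 protein for full effect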
Target sequence (O75884 whole entry, looked up): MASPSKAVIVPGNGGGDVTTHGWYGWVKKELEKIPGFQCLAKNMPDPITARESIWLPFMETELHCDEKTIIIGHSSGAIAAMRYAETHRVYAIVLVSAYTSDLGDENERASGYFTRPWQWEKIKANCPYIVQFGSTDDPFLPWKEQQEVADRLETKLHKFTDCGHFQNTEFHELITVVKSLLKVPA
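Material: RBBP9 protein. Amount: RBBP9 at 2.5 µM in dispensed solution, before mixing. Schedule: 30 min then 45 min, 25 °C. Medium: Tris buffer pH 8.0, NaCl, Pluronic. Measured by: fluorescence polarization. Measure: percent inhibition from mP, scaled between DMSO and no-protein wells. Replication: one well per compound.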
Furin inh = human furin inhibitors, primary screen, biochemical, fluorescence intensity | inhibition, % at 30 µM | 220,000 compounds, 0.061% hits | P09958 | purified furin, fluorogenic substrate cleavage; in the data active = inhibition above about 25%; note: inactives centre near -15
p97 inhibitor = inhibitors of human p97 ATPase, primary screen, biochemical; 220,000 compounds, 0.42% hits; inhibition, % at 8 µM; recombinant p97 ATPase, Kinase-Glo ATP luminescence, 3 h; AID 1481, 2009; Transitional endoplasmic reticulum ATPase (Homo sapiens), P55072; in the data active = inhibition above about 15%;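 note: 0% = DMSO vehicle and 100% = wells lacking enzyme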
Target sequence (P55072 whole entry, looked up): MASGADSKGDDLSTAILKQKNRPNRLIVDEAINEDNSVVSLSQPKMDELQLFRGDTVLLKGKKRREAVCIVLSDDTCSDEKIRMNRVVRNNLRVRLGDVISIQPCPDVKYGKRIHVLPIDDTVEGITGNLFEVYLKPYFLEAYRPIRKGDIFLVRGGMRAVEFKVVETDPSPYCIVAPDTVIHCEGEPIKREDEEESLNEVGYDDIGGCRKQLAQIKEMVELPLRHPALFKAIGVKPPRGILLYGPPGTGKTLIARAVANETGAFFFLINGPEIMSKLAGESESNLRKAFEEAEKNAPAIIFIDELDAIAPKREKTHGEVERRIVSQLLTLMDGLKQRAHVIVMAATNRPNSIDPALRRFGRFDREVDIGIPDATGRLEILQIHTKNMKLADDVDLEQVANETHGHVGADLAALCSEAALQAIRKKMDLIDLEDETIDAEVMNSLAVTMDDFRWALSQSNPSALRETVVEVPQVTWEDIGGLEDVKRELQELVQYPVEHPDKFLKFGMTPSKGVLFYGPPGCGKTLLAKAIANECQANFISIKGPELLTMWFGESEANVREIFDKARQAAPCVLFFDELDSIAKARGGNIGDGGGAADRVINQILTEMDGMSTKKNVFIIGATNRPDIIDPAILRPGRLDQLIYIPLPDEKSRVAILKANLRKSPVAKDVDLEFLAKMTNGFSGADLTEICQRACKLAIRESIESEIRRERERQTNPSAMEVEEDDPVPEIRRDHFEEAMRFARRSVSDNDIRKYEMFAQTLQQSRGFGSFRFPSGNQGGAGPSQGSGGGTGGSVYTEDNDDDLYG
Tb hexokinase = Trypanosoma brucei hexokinase 1 inhibitors, primary screen, biochemical, G6PDH-coupled NADH absorbance, MLSCN library; hexokinase 1 [Trypanosoma brucei]; recombinant TbHK1, G6PDH-coupled NADH A340; inhibition, % at 10 µM; 220,000 compounds, 0.11% hits; AID 1430, 2008;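 active = inhibition of 50% or more in the single-dose primary screen; inactive = inhibition below 50%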
Ba/F3 V617F tox = reduced viability of JAK2V617F-dependent Ba/F3 cells, primary screen, JAK2V617F inhibitor project, cell-based, Ba/F3 EpoR-JAK2V617F, luminescence | AID 1446, 2008 | 220,000 compounds, 1.1% hits | ATP luminescence | inhibition, % at 5.6 µM;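 active = inhibition above the campaign mean plus 3 SD over all tested compounds, cut at about 24% in these data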;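 note: cytokine-independent growth of Ba/F3 cells driven by EpoR plus mutant JAK2; 0% = DMSO-treated cells and 100% = JAK inhibitor I control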
BaF3 parental = parental Ba/F3 cell viability inhibition, counter-screen for JAK2V617F inhibitor project, murine pro-B, CellTiter-Glo luminescence; CellTiter-Glo ATP luminescence; inhibition, % at 5.6 µM; 220,000 compounds, 1.1% hits; AID 1486, 2009;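 active = inhibition above a per-campaign cutoff, the mean inhibition of all tested compounds plus 3 SD, cut at about 27% in these data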;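 note: 0% = DMSO wells and 100% = JAK Inhibitor I control wells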
EP2 antag = human EP2 receptor antagonists, primary screen, TR-FRET cAMP, C6 glioma cells. Prostaglandin E2 receptor EP2 subtype (Homo sapiens), P43116. 260,000 compounds, 0.52% hits. C6 glioma cells expressing human EP2; cells stimulated with saturating PGE2. inhibition, % at 25 µM;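 active = percent inhibition above 40 after rounding to a whole number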;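 note: rat C6 glioma host cells with rolipram phosphodiesterase inhibitor present; the protocol text gives 20 µM as final concentration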
Active calls of the source: *; x = no result given; & = joins results of further samples; [ ] = another dose, or the depositor's remark. An excerpt; count on the stated rates, not on these rows.

canonical_smiles,BaF3 parental,Tb hexokinase,p47phox inh,p97 inhibitor,Furin inh,RBBP9 inhibitor,PPC-1+TRAIL kill,Ba/F3 V617F tox,EP2 antag
O=C(Nc1ccc(C(=O)N2CCOCC2)cc1)c1cnn2c(C(F)F)cc(-c3ccccc3)nc12,4,-19,7,4,-21,-3,17,0,12
Cc1cc(C)nc(SCCn2c(N3CCCCC3)nc3c2c(=O)n(C)c(=O)n3C)n1,9,-17,-7,4,-20[20 µM],0,25,1,8
Cc1c(N=C2SCC(=O)N2/N=C/c2ccccc2)c(=O)n(-c2ccccc2)n1C,0,-5,-2,1,-20,1,19,-4,10
Cn1cc(Cl)c(-c2n[nH]c(=S)n2-c2ccccc2)n1,6,4,-7,5,-25,-6,19,0,13
CC1(C)OC2OC(C(=O)N/N=C/c3ccccc3F)C3OC(C)(C)OC3C2O1 (stereo unspecified),3,-1,10,1,-11,0,22,1,5
CN(C)C(CNC(=S)Nc1cccc(Cl)c1)c1ccccc1 (stereo unspecified),6,12,2,0,-11,-8,x,2,8
CCOc1cc(NC(=S)Nc2ccccc2)c(OCC)cc1NC(=O)c1ccc(OC)cc1,3,-11,-8,1,-15[20 µM],0,15,-3,15
c1ccc(CN2CCC(N3CCN(Cc4ccc5c(c4)OCO5)CC3)CC2)cc1,-1,-6,-5,1,-16,6,9,-4,7
COc1ccc(-c2nc3ccccc3c(=O)n2CCCn2ccnc2)cc1,5,-4,-1,7,-24,-10,19,-1,11
CC(C)[C@H](NC(=O)c1ccc(Cl)c([N+](=O)[O-])c1)C(=O)O,-5,-8,1,0,-17,0,1,3,7
Cc1scc(-c2n[nH]c(=S)n2C(C)c2ccccc2)c1C (stereo unspecified),7,3,-13,11,-21,-2,29,-3,0
CC1=C(CC(=O)c2ccccc2)C(=O)c2ccccc2C1=O,6,2,-10,0,-17[20 µM],-4,31,2,x
NNC(=O)/C(=C\c1cccs1)NC(=O)c1ccccc1,6,-18,-3,-2,-18,-7,4,2,16
COc1ccc(-c2cc(-c3ccccc3)nc(SCC(=O)Nc3nccs3)c2C#N)cc1,8,-8,-45,4,-22,-5,-6,2,19
N#Cc1c(/N=C/c2cc(Br)cs2)sc2c1CCC2,9,3,x,-1,-7[20 µM],9,x,4,4
Cc1ccc(S(=O)(=O)N(CC(=O)N=Nc2c(O)[nH]c3ccccc23)c2cccc(C)c2)cc1,5,0,-1,-3,-18,-17,-11,4,3
COc1ccc2[nH]c(=O)c(CNc3cccc(C)c3)cc2c1,-1,-9,-9,3,-19[20 µM],-3,6,-2,18
Cc1ccc(-c2nnn(CC(=O)NCc3ccccc3)n2)c(-n2cnnn2)c1,2,1,7,1,-18,2,18,1,7
COc1ccc(CNC(=S)NC(C)CCc2ccccc2)cc1 (stereo unspecified),6,0,-10,1,-15,5,14,0,3
CCN(CC)C(=O)C(Cc1ccccc1)N1C(=O)c2ccccc2C1=O (stereo unspecified),-1,-7,-6,-2,-12[20 µM],5,16,-5,8
CCCCN(CCCC)c1ccc(C(=O)c2ccccc2C(=O)O)c(O)c1,-2,-15,-9,-3,-18[20 µM],-7,22,-3,28
CCOC(=O)N1CCC(N2CC34C=CC(O3)C(C(=O)Nc3ccc(C)cc3)C4C2=O)CC1 (stereo unspecified),4,-4,-12,0,-12,1,17,-1,5
CCCn1nnc(NC(=O)c2ccc(Cl)cc2Cl)n1,3,9,-2,-3,-14,-5,36,-3,17&7
O=[N+]([O-])c1ccc2nc(-c3ccc(Cl)cc3)n(OCc3ccccc3)c2c1,0,-21,-16,2,-12,-8,-5,-1,x
O=C(CCN1CCN(C/C=C/c2ccccc2)CC1)Nc1ccc(Cl)cc1,7,-4,0,-3,-18,-4,30,3,-2
S=C(Nc1ccc(Cl)cc1)NC1CC2CCC(C1)N2Cc1ccccc1 (stereo unspecified),0,6,x,0,-6,5,-6,6,5
COc1cccc(NC(=O)Nc2ccc(Br)cn2)c1,-6,-9,-3,5,-15,-4,2,-1,8
CC(=O)Nc1ccc(NC(=O)C(C)Sc2nnc(-c3cccs3)o2)cc1 (stereo unspecified),-2,-11,-1,8,-20,-2,-8,-5,16
CN(C)/C=C/C=C1C(=O)CCCC1=O,4,-16,-20,1,-15[20 µM],-4,4,0,6
Cc1ccc(C)c(NC(=O)CSc2nnc(CSc3nc(C)cc(C)n3)n2Cc2ccco2)c1,0,-2,-3,-6,-14,-8,-2,3,4
CC1(C)Cc2c(sc3nc4n(c(=O)c23)CCC4)CO1,7,0,-6,5,-18,0,-21,-2,26
COc1cc(C(=O)Nc2nnc(C(F)(F)F)s2)c([N+](=O)[O-])cc1OC,-2,-13,-1,6,-23,5,16,-2,5
COC(=O)c1sc(S(=O)(=O)Nc2ccc(Br)cc2)c(C(=O)OC)c1C,4,-2,0,1,-16,5,15,-7,11
CCCCOP(=O)(c1ccc(N(C)C)cc1)C(O)c1cccnc1 (stereo unspecified),7,-2,-13,1,-9[20 µM],3,16,-3,2
CC(C)C(=O)NC(=S)NCC(=O)c1ccccc1,0,6,-6,4,-11[20 µM],0,12,-4,x
O=C(CN1C(=O)COc2ccccc21)N(Cc1cccnc1)Cc1ccccc1F,4,-5,-14,2,13[20 µM],4,22,2,3&6
CCOC(=O)N1CCN(C(=O)CSc2ccc3nnc(-c4ccccn4)n3n2)CC1,10,-8,2,-2,-28,-2,-1,2,3
Cc1nc2cc(C(F)(F)F)ccc2n1C1CCN(CC(=O)N2CCOCC2)CC1,-2,0,4,2,-18,-3,12,-1,9&5
CCOC(=O)N1CCN(CC(=O)Nc2ccc(F)cc2)CC1,4,-3,-1,-1,-20,0,10,-1,13&2
COCCNC(=S)N(CCc1c(C)[nH]c2ccc(C)cc12)Cc1ccco1,8,1,-5,0,-19,0,14,1,7
CC(C)Nc1nnc(SCC(=O)Nc2ccc(F)cc2)s1,-2,0,-7,-1,-13,-3,-12,-2,10
O=S1(=O)C=C(SCCN2CCCC2)c2ccccc21,-2,-5,-4,0,-10[20 µM],-9,-2,-4,24&18
NC(=O)COC(=O)CC(NC(N)=O)c1ccc(Cl)cc1 (stereo unspecified),-3,-5,-3,3,4,-6,2,-5,6
CC[n+]1ccc(C)c2cc(SC(F)(F)F)ccc21,35*,-2,-7,5,-28,-5,-7,13,5
CC1CCN(CC(=O)Nc2ccc(S(=O)(=O)NC3CC3)cc2)CC1,2,7,-2,-4,-18,-6,6,2,7&2
COc1cc(/C=C/C(=O)NC(C)C)ccc1OCc1ccccc1,5,1,-2,10,-1,0,6,-4,8
Cc1cc(C)nc(N/N=C/c2cccc3ccccc23)n1,9,-22,-3,4,-15,0,4,-2,7
CCOc1ccc(/C=C/C(=O)C(C(N)=O)=C2SCCS2)cc1,4,-12,-7,5,-7,1,43,-2,5
COc1ccc(-n2cnc3scc(-c4ccccc4)c3c2=O)cc1,2,2,22,-5,-12,2,17,2,7
Cc1ccccc1OCC(=O)Nc1cccc(N(C)S(C)(=O)=O)c1,5,5,-2,-1,-9[20 µM],0,0,3,7
COC(=O)c1ccc(CSc2nc3ccccc3[nH]2)o1,4,-3,-6,0,-22[20 µM],-5,13,-1,6
COC(=O)c1cccnc1SCc1ccccc1,1,-1,-9,-3,-14[20 µM],0,19,1,5
O=C(Nc1ccccc1)N(C1=NCCCCS1)c1ccccc1,1,-3,-6,9,-26,-5,6,-3,14
COCC(C)NC(=O)c1cc(-c2ccc(OC)c(OC)c2)on1 (stereo unspecified),-2,5,-7,10,-20,-4,3,-1,9
CCOC(=O)N1CCN(Cc2nc(-c3ccccc3)no2)CC1,-3,2,-14,2,15[20 µM],4,2,-6,12
COc1ccc(OCCNc2c([N+](=O)[O-])c(=O)oc3ccccc23)cc1,2,-12,-12,0,-25,2,-4,-1,3
Cc1nn(C)cc1N1C(=O)c2cccc3c(N)ccc(c23)C1=O,5,-3,-1,12,12,1,-1,-4,4
O=C(O)CCC(=O)N1CC=C(c2ccccc2)CC1,11,-5,0,4,-14[20 µM],10,9,-1,2
O=C(CSc1ccsc1[N+](=O)[O-])NCc1ccco1,10,-7,-6,6,-28,1,12,2,6
CCOC(=O)N1CCC(NC(=S)Nc2ccc3nc(N4CCN(C)CC4)cc(C)c3c2)CC1,3,-10,-4,-1,-11,-2,26,2,8

Quoted from the listing:
Furin inh result of `CC(=O)Nc1ccc(NC(=O)C(C)Sc2nnc(-c3cccs3)o2)cc1` (stereo unspecified) → -20
p97 inhibitor result of `Cn1cc(Cl)c(-c2n[nH]c(=S)n2-c2ccccc2)n1` → 5
PPC-1+TRAIL kill result of `COC(=O)c1ccc(CSc2nc3ccccc3[nH]2)o1` → 13
Ba/F3 V617F tox result of `O=C(CSc1ccsc1[N+](=O)[O-])NCc1ccco1` → 2

Quoted at random: 2 entries already listed, in no set order.
canonical_smiles,BaF3 parental,Tb hexokinase,p47phox inh,p97 inhibitor,Furin inh,RBBP9 inhibitor,PPC-1+TRAIL kill,Ba/F3 V617F tox,EP2 antag
COc1ccc(-n2cnc3scc(-c4ccccc4)c3c2=O)cc1,2,2,22,-5,-12,2,17,2,7
COC(=O)c1ccc(CSc2nc3ccccc3[nH]2)o1,4,-3,-6,0,-22[20 µM],-5,13,-1,6

Going on with the list.
canonical_smiles,BaF3 parental,Tb hexokinase,p47phox inh,p97 inhibitor,Furin inh,RBBP9 inhibitor,PPC-1+TRAIL kill,Ba/F3 V617F tox,EP2 antag
COCCCN1CCc2[nH]c(=S)[nH]c(=O)c2C1,6,-3,-5,3,-20,-3,17,1,5
CCOC(=O)N1CCC(N(CCN(C)C)C(=S)Nc2ccc(Oc3ccccc3)cc2)CC1,-2,-10,-9,1,-16,-10,12,-3,2
COc1cc(NC(=O)CN2CCN(S(=O)(=O)c3ccc(C(C)C)cc3)CC2)cc(OC)c1,-2,-6,-19,0,-17[20 µM],-2,-10,-3,6
CC(=O)Nc1ccc(S(=O)(=O)NCCc2ccc(S(N)(=O)=O)cc2)cc1,6,3,-2,1,-7[20 µM],3,-9,-1,5
c1ccc(COc2ccccc2CNC2CCCC2)cc1,-1,2,-1,2,-19,-8,28,-1,6
CCCOc1ccc(C(=O)NCCc2ccccc2)cc1,2,1,-3,1,-16,-6,24,0,5
CCNC(=O)COc1ccc2ccccc2c1,1,2,-11,1,-22,0,31,-3,11
CCNC(=O)CSc1nc(-c2ccccc2)cs1,6,11,-4,-1,-7,-1,23,1,5
COc1cc(OC)c(OC)cc1/C=N/N(C)c1ccccc1,5,-22,-3,-3,1[20 µM],-7,18,0,20
Cc1cccc(Cl)c1OCCCCn1ccnc1,4,5,-7,1,-13[20 µM],-1,-4,-2,1
Cc1noc(C)c1CSc1nc2ccccc2n1C,-1,0,-5,3,-23,2,4,-2,7
COC(=O)CN(c1ccc(C)c(Cl)c1)S(C)(=O)=O,7,4,-12,-4,-18[20 µM],-6,17,4,12
